Compound activity (PubChem BioAssay)
CSM14.1 death rescue – protection against thapsigargin-triggered cell killing – 384-well, CSM14.1, ATP luminescence, primary screen (AID 1222) | CSM14.1 thapsigargin-induced death rescue, ATP luminescence; higher % means a stronger effect | cellular ATP content (survival), % at 20 µM; hits with a dose series show EC50 in µM | 190,000 tested, under 10 active;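 active = EC50 below 50 µM in the dose-response confirmation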;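 note: death triggered by thapsigargin at about 15 µM added after 2 h compound pretreatment; cell ATP read after overnight thapsigargin exposure of roughly 18 to 22 hours; normalized against plate controls of thapsigargin alone and 5% DMSO vehicle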
Yfh1-depleted yeast – mitochondrial function rescue without frataxin homolog – Friedreich's ataxia, plus single-dose screen, dose response (AID 1465). S. cerevisiae Yfh1-off respiration, WST-1 reduction, 72 h; higher fold induction means a stronger effect. one-dose fold induction at 50 µM; EC50 in µM for titrated hits. 220,000 tested, 0.074% active;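 active = fold induction of absorbance versus untreated yeast above a set limit, then at least 30% activation at any dose in follow-up; inconclusive = repeats straddling the limit, or above it without dose testing; inactive = fold induction below the set limit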;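 note: activators that raise dye reduction in frataxin-depleted yeast; strong numbers were not always called active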
XIAP displacement – XIAP antagonists, biochemical, IAP family, fluorescence polarization (AID 1018); XIAP BIR domain, fluorescence polarization peptide displacement; higher % means a stronger effect; one-dose displacement, % at 20 µM; IC50 in µM for titrated hits; 200,000 tested, 0.007% active; in the data active = displacement above about 50%; note: a part of the inactive calls stands beside numbers as strong as those of hits
M1AAP inhibition – P. falciparum M1AAP inhibitors, biochemical, fluorogenic H-Leu-NHMec substrate, 1536-well (AID 1445) | recombinant M1AAP, H-Leu-NHMec fluorogenic kinetic assay; higher % means a stronger effect | 220,000 tested, 0.42% active | one-dose inhibition, % at 30 µM; IC50 in µM for titrated hits;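 active = primary inhibition above the hit cutoff, then over 50% inhibition at one or more dose response concentrations, cut at about 23% in these data, passing the limit was not always enough; inconclusive = conflicting primary data, or primary hits not chosen for dose response; inactive = low primary inhibition, or under 50% at every dose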;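 note: plate controls were DMSO full reaction for no effect and no enzyme background for full effect; strong numbers were not always called active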
PhoP inhibition – inhibitors of PhoP regulon expression, primary screen, Salmonella Typhimurium, GFP reporter (AID 1863); S. Typhimurium PhoP-regulated promoter GFP reporter, 4 h; higher % means a stronger effect; inhibition, % at 50 µM; hits with a dose series show IC50 in µM; 300,000 tested, 0.16% active;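 active = inhibition over 29.93%, a cutoff 3 SD above the screen mean, later confirmed by dose response; inconclusive = inhibition over 29.93% but no dose response follow-up; inactive = inhibition at most 29.93% or unconfirmed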;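 note: 0% = low Mg2+ inducing control and 100% = high Mg2+ repressing control; strong numbers were not always called active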
SIAH1 antagonists – blockers of Siah-1 interaction with plectin peptide – biochemical, fluorescence polarization, rhodamine-plectin, uHTS, primary screen (AID 1817); displacement, % at 20 µM; hits with a dose series show IC50 in µM; 290,000 tested, 0.02% active; Siah-1 / rhodamine-plectin peptide fluorescence polarization; higher % means a stronger effect;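 active = displacement of at least 50% at 20 µM, with a fluorescence ratio check between 0.3 and a set limit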;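 note: plate controls were Siah plus tracer with DMSO for no effect and tracer alone without Siah for full effect; strong numbers were not always called active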
human PMI inhibitors – human PMI inhibitors, high substrate, primary screen, biochemical, fluorescence intensity, high mannose 6-phosphate (AID 1220); inhibition, % at 20 µM; hits with a dose series show IC50 in µM; recombinant PMI enzyme, coupled fluorescence intensity; higher % means a stronger effect; 190,000 tested, 0.66% active; in the data active = inhibition above about 50%
P. falciparum M17LAP – P. falciparum M17LAP inhibitors, primary screen, biochemical, fluorogenic H-Leu-NHMec substrate, 1536-well (AID 1619); inhibition, % at 30 µM; hits with a dose series show IC50 in µM; 220,000 tested, 0.38% active; recombinant M17LAP, H-Leu-NHMec fluorogenic kinetic assay; higher % means a stronger effect;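 active = compound inhibiting the enzyme by more than half at any dose during confirmatory dose-response retesting; inconclusive = strong single-dose inhibitors picked by rank but not retested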;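 note: plate controls were full reaction with DMSO carrier for no effect and no enzyme background for full effect; strong numbers were not always called active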
West Nile virus CPE – inhibition of WNV-induced cytopathic effect – cell-based, CPE readout (AID 1621); West Nile virus-infected cells, CPE inhibition; higher % means a stronger effect; 290,000 tested, 0.02% active; CPE inhibition, % at 10 µM; hits with a dose series show IC50 in µM; in the data active = a potency from the dose series; inconclusive = CPE inhibition mostly from about 3.7% at the one dose, without a potency; inactive = the rest, 99 in 100 with CPE inhibition below about 2.2%; note: strong numbers were not always called active
Starred values were filed as active, the others as inactive; i = inactive; ? = inconclusive; nt = no result given; & = joins results of further samples.

structure,CSM14.1 death rescue,Yfh1-depleted yeast,XIAP displacement,M1AAP inhibition,PhoP inhibition,SIAH1 antagonists,human PMI inhibitors,P. falciparum M17LAP,West Nile virus CPE
COc1ccc(NC(=O)COC(=O)c2ccc(N3CCCC3=O)cc2)cc1OC,-0.3%,i,0.5%,0%,-3%,1%,-1%,11%,0.1%
Cc1cc(-c2nnco2)c(C)n1-c1ccc(F)cc1,-2.1%,i,-1.4%,7%,-11%,-1%,-4%,5%,-0.3%
Cc1cccc(OC(=O)c2ccncc2)c1C,1.6%,i,-0.3%,-2%,6%,-3%,-6%,-7%,0.2%
CCOc1ccc(-c2noc(-c3cccnc3)n2)cc1OCC,nt,i,nt,-2%,5%,11%,nt,0%,0.2%
COc1cc(C2C(C#N)=C(N)Oc3c2ccc2ccccc32)ccc1OCC(=O)Nc1cccc(C)c1 (stereo unspecified),-2.1%,i,-4.3%,2%,12%,-2%,53%*,-5%,0.2%
NNC(=O)CNC(c1ccccc1)c1cc(Br)ccc1NC(=O)c1ccc(Br)cc1 (stereo unspecified),-3.6%,i,-6.8%,14%,34%,0%,4%,6%,-2.0%
Cc1ccc(/C=C(\C#N)C(=O)NC(C)C)o1,-0.1%,i,-1.6%,9%,3%,5%,-4%,15%,-0.1%
COc1ccccc1NC(NC(=O)c1cccnc1)C(Cl)(Cl)Cl (stereo unspecified),nt,i,-2.9%,-2%,-4%,11%,-6%,9%,0.0%
CCOC(=O)CSc1nnc(NC(=O)c2cccc(S(=O)(=O)N3CCCCC3)c2)s1,-1.3%,i,1.6%,-1%,21%,-2%,-4%,-13%,0.1%
CCCCNC(=S)N/N=C/c1cc(C)ccc1C,-1.7%,i,-3.7%,0%,13%,9%,20%,-4%,-1.0%
CCOC(=O)CSc1nnc(CNC(=O)c2cccs2)n1CCc1ccccc1,-0.6%,i,-2.6%,-4%,0%,-4%,-8%,1%,-0.2%
O=C(CCN1C(=O)/C(=C/c2ccccc2)SC1=S)NNC(=O)c1cccnc1,-2.9%,i,-2.3%,4%,-14%,0%,-7%,3%,-0.2%
CCCn1nc([N+](=O)[O-])c(C(C#N)c2nc3ccccc3o2)c(Cl)c1=O (stereo unspecified),2.7%,i,2.4%,29%,2%,-1%,18%,49%,-0.5%
COC(=O)CN(CCc1ccccc1)S(=O)(=O)c1ccc(OC)c(OC)c1,-2.4%,i,-0.9%,2%,-5%,5%,-1%,-11%,1.5%
Cc1cc(C)cc(N2C(=O)C3NN=C(C(=O)OCc4ccccc4)C3C2=O)c1 (stereo unspecified),-2.1%,i,-8.7%,1%,8%,-4%,1%,9%,-0.8%
COc1ccc(OCC(=O)O/N=C(\N)Cc2ccc(Cl)cc2)cc1,-2.2%,i,-0.8%,-4%,3%,-1%,1%,0%,-0.1%
O=C(COC(=O)c1cccc2ccccc12)Nc1ncc(C(F)(F)F)cc1Cl,-1.8%,i,-4.2%,1%,-9%,3%,12%,3%,0.6%
COc1ccc(C2C3=C(OC(C)=O)c4ccccc4C3=Nc3c2c(=O)n(C)c(=O)n3C)cc1 (stereo unspecified),nt,i,-4.2%,0%,4%,-8%,-9%,6%,-0.7%
CC[N+](CC)(CC)CCCCOc1ccc2c(c1)C(=O)c1cc(OCCCC[N+](CC)(CC)CC)ccc1-2,nt,i,nt,15%,2%,-8%,nt,10%,0.0%
O/N=C1\CCCc2ccccc21,-2.2%,i,-4.7%,13%,-2%,4%,-1%,-1%,-0.3%
CCN1CCN(Cc2ccc(NC(=O)c3ccc(C)c(NC(=O)c4nccnc4N)c3)cc2C(F)(F)F)CC1,nt,i,nt,3%,-2%,-8%,nt,4%,?
CC(C)CSc1nc2c(c(=O)[nH]c(=O)n2C)n1CCc1ccccc1,2.1%,i,1.5%,10%,-3%,0%,8%,8%,-0.2%
Cc1cc(C)cc(NC(=S)Nc2ccccn2)c1,-2.7%,i,-1.8%,7%,-17%,3%,14%,-12%,-1.3%
Cc1ccc(C(=O)Nc2cccc3ncccc23)cc1[N+](=O)[O-],-0.8%,i,0.9%,-3%,4%,8%,12%,0%,0.1%
Cn1nccc1C(=O)N1CCc2ccccc21,-1.6%,i,-3.0%,-2%,3%,0%,2%,8%,0.8%
CCC(C(=O)NC1CCCC1)N(C(=O)Cn1nnc(-c2ccc(C)o2)n1)C(C)(C)C (stereo unspecified),-0.3%,i,-7.2%,21%,-9%,-1%,-3%,12%,-1.0%
CC(C)(C)c1oc(C(=O)O)cc1CN1CCOCC1,nt,i,nt,-1%,-11%,3%,nt,4%,1.3%
O=[N+]([O-])c1ccccc1/C=C/C=N/N1CCCCC1,-1.8%,i,-2.3%,6%,6%,2%,22%,7%,-0.4%
COc1ccc(C(=O)/C=C/Nc2cc(C)on2)cc1,-2.0%,i,-2.9%,9%,2%,0%,2%,9%,0.1%
O=C(N1CCOCC1)C1(c2ccc(Cl)cc2)CCCC1,2.5%,i,-1.7%,-5%,-3%,-5%,1%,15%,0.2%
O=C1CSC(c2cccnc2)N1CC1CC1 (stereo unspecified),nt,i,nt,2%,8%,-6%,nt,0%,0.2%
NC(=O)c1cccc2c(=O)oc3ccccc3c12,-2.4%,i,0.5%,0%,11%,0%,15%,8%,0.1%
CC(C)(C)C1CCC2(CC1)NC(=S)N(c1ccccc1)N2 (stereo unspecified),1.2%,i,3.6%,1%,1%,6%,-177%,9%,-0.1%
Cn1cc(S(=O)(=O)N2CCN(c3cccc(C(F)(F)F)c3)CC2)c(=O)n(C)c1=O,-1.1%,i,-0.8%,-3%,7%,-1%,-10%,-2%,-0.3%
O=C(/C=C/Nc1ccc(Cc2ccc(N/C=C/C(=O)C(F)(F)F)cc2)cc1)C(F)(F)F,2.7%,i,-8.7%,4%,1%,7%,0%,10%,0.3%
CCC(CC)n1[nH]c(=O)c2c(C)cc(C)nc21,-3.0%,i,0.5%,3%,1%,2%,8%,-12%,0.1%
CCOC(=O)C1(Cc2ccccc2)CCCN(Cc2cccc(C(C)=O)c2)C1 (stereo unspecified),-1.3%,i,-3.2%,6%,3%,-5%,7%,6%,1.4%
Cn1c(N)c(C(=O)COC(=O)c2ccc3c(c2)OCCO3)c(=O)n(C)c1=O,-2.6%,i,-7.4%,-5%,3%,2%,2%,5%,0.1%
Cc1cc(C)cc(NC(=O)CCn2ccnc2C)c1,-2.3%,i,-1.8%,-1%,3%,7%,-1%,-7%,-0.1%
COc1ccc(/C=C/C(=O)NC(=S)NNC(=O)c2ccco2)cc1OC,nt,i,nt,6%,-7%,11%,nt,-3%,0.3%
O=C(c1cnc(N2CCN(c3ncccn3)CC2)c2ccccc12)N1CCN(c2ncccn2)CC1,0.4%,nt,-5.2%,-8%,8%,-3%,13%,17%,nt
COc1cc(NC(=O)C2CC2C)c(C(=O)O)cc1OC (stereo unspecified),-0.9%,i,-1.3%,2%,-6%,-4%,0%,9%,0.4%
Cn1cccc1Cc1nnc(SCC(=O)Nc2ccc(Cl)cc2)n1-c1ccc(F)cc1,nt,i,-4.7%,7%,2%,-3%,23%,12%,-0.8%
CCCCSc1nc(C)cc(NC(=S)Nc2ccc(OC)cc2)n1,-4.1%,i,-1.4%,-5%,-1%,6%,-8%,5%,3.1%
Cc1ccc(-n2c(SCC(=O)Nc3cccc(S(=O)(=O)NC4=NCCCCC4)c3)nc3ccccc3c2=O)cc1,0.0%,i,-4.8%,-1%,7%,17%,-3%,-11%,0.4%
COCCCNC(=S)NNC(=O)C(O)(c1ccccc1)c1ccccc1,-0.2%,i,-5.4%,?,4%,1%,-11%,14%,-0.1%
CCCCC(Sc1nc(N)c(NC(=O)c2ccc(OCC)cc2)c(=O)[nH]1)C(=O)O (stereo unspecified),-5.7%,i,-6.4%,6%,-7%,7%,-9%,1%,0.6%
Cc1ccc(C(=O)NNC(=O)c2cccc(S(=O)(=O)N3CCN(c4ccccc4)CC3)c2)cc1,2.5%,i,0.2%,4%,-6%,-5%,6%,-1%,-0.3%
O=C(OCC(=O)N1CCN(c2ccccc2)CC1)c1ccc2ncsc2c1,1.4%,i,31%,-5%,20%,0%,10%,-6%,0.1%
C=CCNC(=S)N1CCN(Cc2ccccc2)CC1,-1.7%,i,0.1%,nt,nt,10%,-9%,nt,-0.8%
COCCNC(=O)/C(C#N)=C/c1ccc(-c2ccc(OC)cc2[N+](=O)[O-])o1,-1.9%,i,-4.1%,7%,-3%,-1%,42%,-5%,-0.2%
O=C1N(C2CCCC2)C[C@@H]2C[C@@H](c3cccn3-c3nccs3)N3CCC[C@@]123,1.4%,i,-8.0%,-4%,-10%,0%,19%,-3%,-0.7%
O=C(Oc1cc(-c2ccccc2)no1)c1ccc(Cl)cc1,-1.0%,i,-6.4%,1%,-13%,2%,-4%,6%,1.3%
CC(C)(C)NCC(O)c1cc(O)cc(O)c1 (stereo unspecified),5.9%,i,-1.1%,7%,7%&-7%,3%,14%,19%,0.1%
Clc1cccc(N2CCN(Cc3nc(-c4ccccc4)no3)CC2)c1,nt,i,1.9%,6%,5%,15%,19%,1%,-0.6%
COc1cc(OC)c(-c2nnc3n(CCc4ccccc4)c(=O)c4ccccc4n23)cc1OC,-0.7%,i,-2.5%,1%,11%,3%,10%,-1%,0.5%

Next part.
structure,CSM14.1 death rescue,Yfh1-depleted yeast,XIAP displacement,M1AAP inhibition,PhoP inhibition,SIAH1 antagonists,human PMI inhibitors,P. falciparum M17LAP,West Nile virus CPE
Cc1ccc(SCc2nc3ncccn3c2Br)cc1,nt,i,nt,8%,-10%,-5%,nt,9%,0.3%
CC(C)(C(N)=O)N1CCN(c2ncc(C(F)(F)F)cc2Cl)CC1,-1.0%,i,-2.0%,-1%,-3%,0%,-8%,-6%,-0.6%
COc1cc(C(O)c2nc3ccccc3n2C)cc(OC)c1OC (stereo unspecified),-0.4%,i,-3.8%,-5%,9%,2%,1%,1%,0.1%
Cc1sc2nc(N)sc2c1C,-0.1%,i,-2.2%,6%,4%,-2%,5%,8%,0.0%
